IDE inh: cellular human IDE inhibition; actives 0.41% (n = 320,000); AID 434962; HEK cells, FAbetaB cleavage, fluorescence polarization; inhibition, % at 5.59 µM; P14735;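 active = percent inhibition above the average of all tested compounds plus 3 SD, set per screening campaign, cut at about 16% in these data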;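 also: IDE supplied by intact live HEK cells; FP after avidin binding of uncleaved biotin substrate so inhibition keeps polarization high; 0% = DMSO wells and 100% = 60 µM reference IDE inhibitor Ii1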
IDE cell activ: activators of human insulin-degrading enzyme in cells; HEK cells, FAbeta-B cleavage, fluorescence polarization; 0% vehicle, 100% cell-free pure enzyme wells; activation, % at 5.96 µM; P14735; actives 0.073% (n = 340,000);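 active = activation above the mean of all tested compounds plus 3 SD, set per screening campaign, cut at about 17% in these data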
CRFBP-R2 block: CRF-BP/CRF-R2 complex antagonism; HEK293 CRF-R2/CRF-BP, CRF-induced calcium fluorescence; inhibition, % at 11.8 µM; actives 0.59% (n = 350,000);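 active = inhibition of the ligand-induced calcium signal above about 50% at the single tested concentration, limit read from the data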
p-CIP stab down: p/CIP protein destabilization; Q05BA5; F442A p/CIP-EGFP cells, EGFP fluorescence, 16 h; decrease of EGFP signal, % at 10 µM; actives 0.01% (n = 290,000); AID 1984;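 active = EGFP signal decrease of at least 30% at 10 µM or well 3 SD below plate mean, unless failing retest; inactive = the rest, including hits failing retest or dose response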; also: some compounds called inactive have numbers as strong as hits; many of its hits are not listed in these tables
PHOSPHO1 block: blocks human PHOSPHO1 phosphatase activity; Q8TCT1; recombinant PHOSPHO1, absorbance phosphatase assay; inhibition, % at 13.3 µM; actives 1.1% (n = 290,000); in the data active = inhibition above about 60%
Target sequence (Q8TCT1 whole entry, looked up): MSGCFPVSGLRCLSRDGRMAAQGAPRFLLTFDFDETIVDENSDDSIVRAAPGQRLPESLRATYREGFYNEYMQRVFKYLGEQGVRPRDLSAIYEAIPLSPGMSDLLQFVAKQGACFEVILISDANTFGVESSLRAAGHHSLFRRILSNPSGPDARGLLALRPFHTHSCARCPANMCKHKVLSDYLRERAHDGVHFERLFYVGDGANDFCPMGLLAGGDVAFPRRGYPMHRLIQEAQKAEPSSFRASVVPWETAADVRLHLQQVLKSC
MEKK3 PB1 HTS: modulators (inhibitors or enhancers) of MEK5 binding to human MEKK3 PB1 domain; Q99759; bead-based flow cytometry, Alexa488-MEK5 binding to MEKK3; actives lie on both sides; 0 = blocked by unlabeled MEK5, 100 = vehicle; binding response (% of control), % at 10 µM; actives 1.4% (n = 290,000);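 active = binding response more than 3 SD above or below the average of its plate-row segment, actives on both sides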;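 also: Alexa488 bead fluorescence after subtracting the streptavidin-only scavenger bead signal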
M4 PAM: potentiates acetylcholine response at human M4 receptor | actives 0.4% (n = 360,000) | activation, % at 3 µM | CHO-K1 hM4/Gqi5, Fluo-8 calcium fluorescence, ACh EC20; 0% = ACh EC20, 100% = maximal ACh;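 active = activation above its plate's cutoff, the mean activation of sample wells plus 3 SD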; also: some results filed as inactive read as strong as hits
Target sequence (P08173 whole entry, looked up): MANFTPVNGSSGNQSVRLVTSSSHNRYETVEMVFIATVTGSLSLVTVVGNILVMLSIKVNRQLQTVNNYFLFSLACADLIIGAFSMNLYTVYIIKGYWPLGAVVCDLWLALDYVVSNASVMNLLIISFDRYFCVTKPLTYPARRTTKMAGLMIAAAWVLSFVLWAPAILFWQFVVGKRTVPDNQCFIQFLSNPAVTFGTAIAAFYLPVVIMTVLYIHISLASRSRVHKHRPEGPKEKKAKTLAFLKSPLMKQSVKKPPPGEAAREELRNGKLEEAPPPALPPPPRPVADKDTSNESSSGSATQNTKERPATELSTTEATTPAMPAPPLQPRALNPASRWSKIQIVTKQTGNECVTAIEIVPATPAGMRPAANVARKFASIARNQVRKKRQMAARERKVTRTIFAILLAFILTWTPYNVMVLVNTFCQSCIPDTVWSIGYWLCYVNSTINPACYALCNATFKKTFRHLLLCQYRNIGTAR
GalR3 antagonist: human GalR3 antagonism; HEK293 GalR3-CNG cAMP membrane potential fluorescence; galR3 body fused to GalR1 C-terminus; actives 0.44% (n = 360,000); inhibition, % at 3 µM; O60755;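 active = inhibition above the screen-wide average plus 3 SD, cut at about 13% in these data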;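 also: forskolin and galanin both at EC90 stimulate the cells; cAMP rise reported by CNG channel membrane potential dye signal; 0% = forskolin plus galanin with DMSO and 100% = forskolin alone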
Target sequence (O60755 1-299 limits assumed): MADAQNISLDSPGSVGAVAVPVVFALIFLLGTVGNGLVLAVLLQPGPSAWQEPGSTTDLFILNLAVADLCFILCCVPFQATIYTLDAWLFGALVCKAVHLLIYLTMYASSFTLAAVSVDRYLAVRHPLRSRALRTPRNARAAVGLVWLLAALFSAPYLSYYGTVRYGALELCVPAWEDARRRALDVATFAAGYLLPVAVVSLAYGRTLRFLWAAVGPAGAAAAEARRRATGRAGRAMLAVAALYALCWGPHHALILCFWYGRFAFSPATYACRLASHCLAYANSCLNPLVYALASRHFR
CRFBP-R2 agonist: CRF-BP/CRF-R2 complex agonism. HEK293 CRF-R2/CRF-BP, calcium dye fluorescence (FLIPR); percent of saturating CRF peptide response. activation, % at 13.2 µM. actives 0.46% (n = 350,000). AID 588473;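 active = activation of at least 50%, plus an integration ratio under a set limit after plate pattern correction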;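 also: plate controls were neutral control wells without compound for no effect and CRF at EC100 for full effect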
Starred values were filed as active, the others as inactive; x = not tested or not shown.

molecule	IDE inh	IDE cell activ	CRFBP-R2 block	p-CIP stab down	PHOSPHO1 block	MEKK3 PB1 HTS	M4 PAM	GalR3 antagonist	CRFBP-R2 agonist
COc1cccc(-c2cc(C(=O)NC3CCCCC3)no2)c1	2	1	10	-12	28	104	-6	-11	0.2
CCN(CCCNc1ncnc2nc[nH]c12)c1cccc(C)c1	-3	4	20	-13	-2	99	-5	-1	-1.7
C#CCOc1ccc(C2C3=C(CC(C)(C)CC3=O)N(CC(=O)O)C3=C2C(=O)CC(C)(C)C3)cc1	4	6	-6	-11	30	104	-1	-8	2.5
N/C(=N\OC(=O)c1cccc(C(F)(F)F)c1)c1cnccn1	2	3	-7	-3	24	103	4	-2	-0.5
COc1ccc(-c2nc3ccccc3[nH]2)cc1	1	1	0	-15	0	105	7	-3	-0.3
COCCn1c(SCC(=O)NCc2ccco2)nnc1-c1c[nH]c2ccccc12	11	2	16	4	22	110	6	x	0.7
CSCCC(NC(N)=O)C(=O)NCC1CCCCC1 (stereo unspecified)	2	10	-8	-10	11	106	14	-1	2.1
CCCC(=O)Nc1sc(C(=O)Nc2cccc(N)c2)c(C)c1C(=O)OC	5	2	20	-10	49	99	-1	1	-2.1
CN1C(=O)C(O)(CC(=O)/C=C/c2ccco2)c2ccccc21 (stereo unspecified)	5	4	-3	5	6	93	13	2	-1.1
COC(=O)Nc1ccc(S(=O)(=O)N2CCC(C)CC2)cc1	4	-1	4	-8	-12	84	-2	-5	-1.0
CCCn1c(COc2ccccc2)nc2ccccc21	-1	5	-6	-3	3	102	-3	-6	0.3
COc1cc(C(=O)COC(=O)c2ccc([N+](=O)[O-])o2)cc(OC)c1OC	2	-2	5	x	x	x	-3	-6	0.5
COC(=O)C1=C(C(=O)OC)[C@@H]2Nc3ccccc3[C@@]23C[C@@H](C(=O)OC)N(C(=O)c2ccco2)C3=N1	5	2	-1	x	x	105	6	-7	0.6
CCNC(=O)NCCc1c[nH]c2ccc(Cl)cc12	7	3	7	-2	11	99	-2	-5	-1.0
O=C(NC(Cc1ccccc1)C(=O)O)/C(=C\c1ccc(Cl)cc1)NC(=O)c1ccccc1 (stereo unspecified)	0	1	-10	-3	42	106	2	1	0.6
Cc1ccc(Nc2nc(Cl)nc(NC(C)(C)C)n2)cc1	4	1	-2	9	x	107	-13	-12	1.3
O=C(/C=C/c1ccc(O)cc1)c1ccc(O)cc1O	-1	1	-10	-7	-9	111	-2	x	-1.3
O=C(O)c1cc2cc(Cl)ccc2[nH]1	x	-4	0	x	x	x	4	x	1.3
O=[N+]([O-])c1ccccc1S(=O)(=O)NCc1cccnc1	0	2	1	-14	-3	94	4	-2	0.5
COc1ccccc1CNC(=O)C1Cc2cc(S(=O)(=O)N3CCCC3)ccc2N1C(C)=O (stereo unspecified)	2	-1	1	-7	22	94	6	-6	1.1
Cc1ccc(N2C(=O)C3C4CC(=O)C(c5ccccc54)C3C2=O)cc1 (stereo unspecified)	6	5	18	-7	37	102	-7	0	0.8
Cc1ccc(-c2nnc(SCC(=O)N3CC(C)CC(C)C3)o2)cc1C (stereo unspecified)	-2	4	7	-7	-2	98	-8	-2	2.6
C/C(=N\Oc1cccc(F)n1)c1ccc(Cl)cc1Cl	-4	-5	3	-21	3	108	-1	-3	2.6
O=c1c2ccccc2oc2cc(C#CC3(O)CCCCC3)ccc12	6	1	-10	x	x	103	-10	2	-1.6

At a glance, 13 of the compounds above:
molecule	IDE inh	IDE cell activ	CRFBP-R2 block	p-CIP stab down	PHOSPHO1 block	MEKK3 PB1 HTS	M4 PAM	GalR3 antagonist	CRFBP-R2 agonist
CN1C(=O)C(O)(CC(=O)/C=C/c2ccco2)c2ccccc21 (stereo unspecified)	5	4	-3	5	6	93	13	2	-1.1
COC(=O)Nc1ccc(S(=O)(=O)N2CCC(C)CC2)cc1	4	-1	4	-8	-12	84	-2	-5	-1.0
CCCn1c(COc2ccccc2)nc2ccccc21	-1	5	-6	-3	3	102	-3	-6	0.3
COc1cc(C(=O)COC(=O)c2ccc([N+](=O)[O-])o2)cc(OC)c1OC	2	-2	5	x	x	x	-3	-6	0.5
COC(=O)C1=C(C(=O)OC)[C@@H]2Nc3ccccc3[C@@]23C[C@@H](C(=O)OC)N(C(=O)c2ccco2)C3=N1	5	2	-1	x	x	105	6	-7	0.6
CCNC(=O)NCCc1c[nH]c2ccc(Cl)cc12	7	3	7	-2	11	99	-2	-5	-1.0
O=C(NC(Cc1ccccc1)C(=O)O)/C(=C\c1ccc(Cl)cc1)NC(=O)c1ccccc1 (stereo unspecified)	0	1	-10	-3	42	106	2	1	0.6
Cc1ccc(Nc2nc(Cl)nc(NC(C)(C)C)n2)cc1	4	1	-2	9	x	107	-13	-12	1.3
O=C(/C=C/c1ccc(O)cc1)c1ccc(O)cc1O	-1	1	-10	-7	-9	111	-2	x	-1.3
O=C(O)c1cc2cc(Cl)ccc2[nH]1	x	-4	0	x	x	x	4	x	1.3
O=[N+]([O-])c1ccccc1S(=O)(=O)NCc1cccnc1	0	2	1	-14	-3	94	4	-2	0.5
COc1ccccc1CNC(=O)C1Cc2cc(S(=O)(=O)N3CCCC3)ccc2N1C(C)=O (stereo unspecified)	2	-1	1	-7	22	94	6	-6	1.1
Cc1ccc(N2C(=O)C3C4CC(=O)C(c5ccccc54)C3C2=O)cc1 (stereo unspecified)	6	5	18	-7	37	102	-7	0	0.8

(further entries)
molecule	IDE inh	IDE cell activ	CRFBP-R2 block	p-CIP stab down	PHOSPHO1 block	MEKK3 PB1 HTS	M4 PAM	GalR3 antagonist	CRFBP-R2 agonist
O=C(O)c1ccc2c(=O)n3c(nc2c1)/C(=C/c1ccccc1C(F)(F)F)CCCC3	9	2	-1	-17	9	102	6	0	-0.9
O=S1(=O)C=CC(c2ccccc2)C1 (stereo unspecified)	-3	-1	10	-5	24	98	0	-8	-2.1
NC(=O)c1ccc(NC(=O)CSc2nncn2-c2ccccc2)cc1	1	4	0	5	-95	100	1	-8	-1.1
Cc1nc2nc3c(cn2n1)C(=O)CC(c1ccccc1)C3 (stereo unspecified)	x	-1	-8	4	11	95	-11	-4	4.7
COc1ccc(NC(=O)C[C@H]2C(=O)N(Cc3cccnc3)C[C@@H]2Cc2ccccc2)cc1	x	x	13	x	x	x	5	-4	-1.0
O=C(Cc1ccc(N2CCNC2=O)cc1)N1CCCC(Nc2cccc(F)c2)C1 (stereo unspecified)	0	4	-7	-4	-4	98	4	4	-0.2
CS(=O)(=O)N1CCN(c2ccccc2NC(=O)c2ccc(Cl)cc2)CC1	2	2	1	5	37	97	5	x	0.4
O=C(CCC(=O)OCc1ccc([N+](=O)[O-])cc1)Nc1ccccc1Cl	2	5	-3	21	22	124	-3	-1	-1.9
CC1(C)CC(=O)C=C(c2cccc(OC(=O)c3ccc(-c4ccccc4)cc3)c2)C1=O	x	x	2	x	x	x	6	8	6.8
Cc1ccc(C(=O)N/C(=C\c2cn(C)c3ccccc23)C(=O)NCCCN2CCOCC2)cc1	2	9	101*	10	-30	96	8	0	0.0
CCOc1ccc(-c2ncncc2-c2ccc(OC)cc2)c(O)c1	2	1	5	-6	-6	101	5	6	-3.7
CC(=O)N1CCOc2ccc(S(=O)(=O)N3CCC(C(=O)NCc4ccc(Cl)cc4)CC3)cc21	x	x	3	x	x	x	5	-4	-0.5
O=C(/C=C/c1ccc2c(c1)OCO2)N1CCOCC1	-1	0	-15	-7	-140	106	4	0	1.8
CCOc1ccc(N2C(=O)CC(S/C(N)=N/N=C/c3cccs3)C2=O)cc1 (stereo unspecified)	-2	-1	-28	-8	-10	92	3	1	0.7
CCn1c(N2CCN(C(=S)Nc3ccc(OC)cc3)CC2)nc2ccccc21	-2	2	7	-6	26	91	-4	-6	-1.4
COc1ccc(/C=N/NC(=S)Nc2ccccc2)cc1	0	4	19	-23	-21	101	2	-3	-0.7
CC(C)C(NC(=O)CN1C(=O)c2ccccc2S1(=O)=O)C(C)C	5	-1	16	-8	0	104	-3	-1	-0.4
Cc1ccc(-n2c(CCc3ccccc3)n[nH]c2=S)cc1C	-4	-11	-4	-1	-146	105	3	-11	-3.3
O=C(NCCSCc1ccco1)Nc1ccccc1	2	6	-34	-19	74*	96	4	-3	0.3
COc1ccccc1CCN=C(N)NS(=O)(=O)c1cc(F)ccc1F	0	-1	-10	-4	24	98	4	2	1.9
CCOC(=O)c1ccc(NC(=S)NCc2ccc(F)cc2)cc1	-8	-5	10	x	x	x	-18	3	7.3
O=C(Nc1ccccc1-c1nnn(CC(=O)N2CCN(c3ccccc3)CC2)n1)c1cccs1	6	2	-8	-5	-8	97	-5	-1	0.7
COc1ccc(CCn2c(O)c(C3=c4ccccc4=NC3=O)sc2=S)cc1OC	3	1	1	10	14	99	-8	-4	1.0
Cc1ccc(NC(=O)C(c2ccccc2)N2CCN(CC(=O)N3CCOCC3)CC2)cc1 (stereo unspecified)	-2	6	2	x	x	x	3	2	-1.6
O=C(Nc1nnc(Cc2ccc(Cl)cc2)s1)c1cccnc1	-5	1	-14	-7	35	97	3	6	-1.2
CCNC(=S)NNC(=O)c1csc2ccccc12	4	-6	-4	-17	-130	103	11	-5	-1.3
O=C(CSc1n[nH]c(=O)[nH]c1=O)NC1CCCCC1	3	3	-2	-10	11	92	2	-7	1.1
CCOc1cc(CNCc2cc(OC)cc(OC)c2)ccc1OC	0	4	-1	-7	8	103	-4	-5	0.7
CC(NC(=O)c1ccccc1Br)c1ccc2c(c1)CCCC2 (stereo unspecified)	3	-7	11	-5	24	103	1	-8	-0.3
O=S(=O)(c1ccc(Oc2ccc3oc4ccccc4c3c2)nc1)N1CCCC1	-4	-3	-14	-8	-7	99	18	-5	4.0
CCOC(=S)SCC(=O)N1CCc2ccccc2C1C1C(=O)CCCC1=O (stereo unspecified)	0	4	3	-8	-9	96	11	-2	0.6
CCCCCN(C(=O)CCC(=O)OCC(=O)N1C(C)CCCC1C)c1c(N)n(CCCC)c(=O)[nH]c1=O (stereo unspecified)	4	1	1	9	43	105	-4	-4	0.2
O=C(Nc1cccc(S(=O)(=O)N2CCCCC2)c1)c1ccccc1NS(=O)(=O)c1ccc(F)cc1	3	7	85*	2	-6	104	3	-5	64*
CC1=Nc2ccccc2/C1=C/c1c(C)[nH]c2ccccc12	x	1	14	x	x	x	0	x	-1.4
NC(=S)N=Nc1c(O)n(Cc2ccc(Br)cc2)c2ccccc12	2	0	-4	-12	3	101	6	-4	1.6
O=[N+]([O-])c1ccc2c(c1)OCCOCCOCCOCCOCCOCCO2	-2	3	-11	5	-5	104	1	-3	-0.8
Cc1ccc(N2C(=O)C3C4CCC(O4)C3C2=O)c(OC(F)F)c1 (stereo unspecified)	1	7	-1	x	x	x	11	-8	0.7
CCOC(=O)c1cc(NC(=O)c2cccnc2)ccn1	-5	8	-19	x	x	x	18	1	-0.3
COc1ccccc1NC(=O)C(C)Sc1nccn1C (stereo unspecified)	0	2	-13	x	x	x	4	-4	1.1

Bioassay records (PubChem)
